Assay outcomes: PubChem, The Scripps Research Institute Molecular Screening Center
PAFAH1B3 FP inh: PAFAH1B3 enzyme inhibitors, primary screen, biochemical, fluorescence polarization, human | AID 492972, 2010 | Platelet-activating factor acetylhydrolase IB subunit alpha1 (Homo sapiens), Q15102 | 340,000 tested, 0.28% active | recombinant PAFAH1B3, FP-rhodamine probe | inhibition, % at 3.39 µM;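 active means inhibition above the screen-wide average of all tested compounds plus 3 SD, cut at about 25% in these data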;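 further: 0% = enzyme with DMSO only and 100% = wells lacking PAFAH1B3 protein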
EBNA-1 inhibitor: EBNA-1 DNA-binding inhibitors, primary screen, biochemical, fluorescence polarization; inhibition, % at 14.8 µM; 300,000 tested, 0.34% active; AID 1950, 2009; in the data active means inhibition above about 28%
GSTO1 inh: inhibitors of recombinant GSTO1, primary screen, counter-screen for RBBP9 inhibitor project, biochemical, fluorescence polarization; inhibition, % at 5.96 µM; activity-based probe fluorescence polarization; 300,000 tested, 1.1% active; Glutathione S-transferase omega-1 (Homo sapiens), P78417;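 active means inhibition above the campaign mean inhibition plus 3 SD, cut at about 35% in these data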;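 further: 0% = GSTO1-1 with DMSO and 100% = wells lacking GSTO1-1 enzyme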
LYPLA1 inh: LYPLA1 inhibitors, primary screen, counter-screen for PME1 inhibitor project, biochemical, fluorescence polarization, FP-Rh probe ABPP | Acyl-protein thioesterase 1 (Homo sapiens), O75608 | recombinant LYPLA1 | inhibition, % at 5.9 µM | 320,000 tested, 0.16% active | AID 2174, 2009;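 active means inhibition above the mean of all tested compounds plus 3 SD, set per campaign, cut at about 14% in these data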;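 further: inhibitors block serine hydrolase probe labeling of LYPLA1 so polarization falls; 0% = enzyme with DMSO and 100% = wells lacking LYPLA1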
PAFAH2 inh: PAFAH2 enzyme inhibitors, primary screen, biochemical, fluorescence polarization, human | recombinant PAFAH2, FP-rhodamine activity probe | 340,000 tested, 0.99% active | inhibition, % at 3.39 µM;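 active means inhibition above the mean over all tested compounds plus 3 SD, cut at about 30% in these data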;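 further: inhibitors block probe labeling of enzyme so polarization drops; 0% = enzyme with DMSO and 100% = wells lacking PAFAH2 protein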
LYPLA2 inh: LYPLA2 inhibitors, primary screen, counter-screen for PME1 inhibitor project, biochemical, fluorescence polarization, FP-Rh probe ABPP. inhibition, % at 5.9 µM. 320,000 tested, 0.38% active. Acyl-protein thioesterase 2 (Homo sapiens), O95372. recombinant LYPLA2. AID 2177, 2009;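 active means inhibition above the screen-wide mean plus 3 SD, limit set per campaign, cut at about 26% in these data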;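 further: 0% = LYPLA2 with DMSO and 100% = wells lacking LYPLA2 enzyme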
PREPL inhibitor: PREPL enzyme inhibitors, primary screen, biochemical, fluorescence polarization; recombinant PREPL, fluorescence polarization activity-based probe; Prolyl endopeptidase-like (Homo sapiens), Q4J6C6; inhibition, % at 5.96 µM; 320,000 tested, 0.68% active; in the data active means inhibition above about 43%;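 further: 0% = enzyme with DMSO and 100% = wells lacking enzyme; many of its hits are not listed in these tables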
ZTA DNA inh: blocks Epstein-Barr virus ZTA, an EBNA-1 counter-screen | ZTA-DNA binding, fluorescence polarization | inhibition, % at 11 µM | 320,000 tested, 0.15% active; in the data active means inhibition above about 33%
Target sequence (P03206 whole entry, looked up): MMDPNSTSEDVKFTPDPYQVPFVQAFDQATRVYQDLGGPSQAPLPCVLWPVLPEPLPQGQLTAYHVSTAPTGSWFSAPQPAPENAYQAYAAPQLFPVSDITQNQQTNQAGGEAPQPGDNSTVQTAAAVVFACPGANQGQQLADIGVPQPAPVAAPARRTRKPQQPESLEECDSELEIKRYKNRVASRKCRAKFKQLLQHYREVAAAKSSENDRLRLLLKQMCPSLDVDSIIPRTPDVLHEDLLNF
PAD4 inh: human PAD4 inhibitors, primary screen, biochemical, fluorescence polarization, 1536-well format; 330,000 tested, 0.41% active; Protein-arginine deiminase type-4 (Homo sapiens), Q9UM07; inhibition, % at 6.36 µM; AID 485272, 2010; recombinant PAD4, RCA probe fluorescence polarization;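 active means percent inhibition above a cutoff equal to the mean of all tested compounds plus 3 SD, cut at about 15% in these data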;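 further: 0% = PAD4 with RCA probe and DMSO and 100% = probe without PAD4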
Target sequence (Q9UM07 whole entry, looked up): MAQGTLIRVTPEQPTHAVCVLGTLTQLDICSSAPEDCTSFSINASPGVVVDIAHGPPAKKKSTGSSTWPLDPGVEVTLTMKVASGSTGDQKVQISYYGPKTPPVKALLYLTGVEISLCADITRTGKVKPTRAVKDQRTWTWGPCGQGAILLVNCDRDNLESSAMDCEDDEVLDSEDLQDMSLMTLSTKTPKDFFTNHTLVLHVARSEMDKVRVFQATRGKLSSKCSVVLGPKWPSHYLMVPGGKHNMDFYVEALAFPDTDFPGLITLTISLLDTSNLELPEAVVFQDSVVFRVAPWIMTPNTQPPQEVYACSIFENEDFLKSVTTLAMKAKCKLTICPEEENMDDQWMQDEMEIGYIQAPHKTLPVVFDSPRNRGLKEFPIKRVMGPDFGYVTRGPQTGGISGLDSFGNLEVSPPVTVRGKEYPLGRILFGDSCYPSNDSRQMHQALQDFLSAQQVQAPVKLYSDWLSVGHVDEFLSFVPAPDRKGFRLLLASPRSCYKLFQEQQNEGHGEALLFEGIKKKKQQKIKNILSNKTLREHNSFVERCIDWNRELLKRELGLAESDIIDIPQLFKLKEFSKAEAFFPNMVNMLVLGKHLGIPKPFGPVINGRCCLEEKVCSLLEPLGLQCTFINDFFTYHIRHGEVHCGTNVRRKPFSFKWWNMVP
Active calls of the source: *; nt = no result given. This is a subset, so the mix of outcomes need not match the whole.

Molecule	PAFAH1B3 FP inh	EBNA-1 inhibitor	GSTO1 inh	LYPLA1 inh	PAFAH2 inh	LYPLA2 inh	PREPL inhibitor	ZTA DNA inh	PAD4 inh
C#CCOCCOCCOCCNc1nc(N2CCN(C(=O)CCCCCCCCCCNC(=O)Cn3cc(CCCCCN)nn3)CC2)nc(N2CCN(C(=O)CCCCCCCCCCNC(=O)Cn3cc(C[C@@H](C)O)nn3)CC2)n1	0	1	0	1	4	12	41	46*	-2
CCn1c(CNC(=O)c2ccco2)nnc1SCC(=O)Nc1cccc(F)c1	9	10	2	0	6	1	14	-17	2
COc1ccc(-n2c(=O)c3ccccc3n(CC(=O)Nc3ccccc3OC)c2=O)cc1	2	-16	-5	-1	-1	4	1	-4	-3
CCC(=O)Nc1nnc(SCC(=O)Nc2ccc3c(c2)OCO3)s1	1	10	-1	3	-2	6	4	2	2
CCn1nc(C)c(NC(=O)CCSc2nc(-c3ccco3)cc(C(F)(F)F)n2)c1C	2	9	-4	0	-1	7	7	9	-6
COC(=O)CN1C(=O)[C@@H]2[C@H](C1=O)[C@@H]1CC(C(=O)OC)=C[C@@H](C(=O)OC)[C@@H]3C1=C(C(=O)[C@]3(C)NC(=O)c1ccccc1)[C@@H]2C	-1	9	-1	-2	3	0	8	6	-4
Cc1ccc(NC(=O)CN(C)C(=O)COc2c(Cl)cc(Cl)c3ccc(C)nc23)cc1	2	-2	4	2	-8	2	-9	7	3
O=C(CSc1cccc[n+]1[O-])Nc1cc(S(=O)(=O)N2CCOCC2)ccc1Cl	-6	-2	-4	-3	-9	7	7	-18	6
CC(C)CCNC(=O)C1CCC(CNc2c(N3CCC(C)CC3)c(=O)c2=O)CC1 (stereo unspecified)	3	-5	-1	2	0	5	0	-9	-6
CC(C)c1nnc(NC(=O)CCC(=O)NCc2ccc3c(c2)OCO3)s1	2	-18	-7	-2	-2	-5	0	-13	-12
CCOC(=O)c1cc(NC(=O)CN2CCCC2)cc(C(=O)OCC)c1	-2	0	6	1	3	3	-3	20	-3
C=CC(=O)NN(C)c1ncc(C(F)(F)F)cc1Cl	4	-10	6	3	-2	5	-4	-20	1

The listing continues.
Molecule	PAFAH1B3 FP inh	EBNA-1 inhibitor	GSTO1 inh	LYPLA1 inh	PAFAH2 inh	LYPLA2 inh	PREPL inhibitor	ZTA DNA inh	PAD4 inh
CCOC(=O)c1ccc(NC(=O)c2cc(S(=O)(=O)N3CCOCC3)ccc2O)cc1	4	-1	-11	5	6	5	-2	-11	1
O=C(Nc1ccccc1Cl)c1cccc(COc2cc(Cl)ccc2Cl)c1	-1	5	-3	-2	-1	-3	-6	3	-2
CN(C)/C=C(\C#N)C(=O)N/N=C/c1ccc(Cl)cc1	2	10	0	1	9	6	1	4	1
Cc1c(/N=C(\[O-])Nc2ccc(Br)cc2)sn[n+]1C	nt	2	-8	5	nt	2	-2	-8	1
S=c1[nH]nc(-c2ccc3ccccc3n2)n1-c1ccc2ncccc2c1	7	4	2	0	17	3	0	4	7
CCN(C(=O)COC(=O)c1ccc(COc2ccc3c(C)cc(=O)oc3c2)cc1)C1CCS(=O)(=O)C1 (stereo unspecified)	4	13	-8	2	-4	12	8	11	0
O=S(=O)(c1cc(Cl)ccc1Cl)N1CCN(c2ccccn2)CC1	5	-23	3	0	7	-1	-9	-3	5
CCN1CCN(Cc2cc(=O)oc3ccc(Cl)cc23)CC1	11	-2	-4	-1	-6	0	6	4	-2
CC1CCCCN1S(=O)(=O)CCNC(=O)c1ccccc1 (stereo unspecified)	9	3	5	3	-5	2	-5	-2	3
CCc1nc(SCc2ccc(F)cc2)n[nH]1	8	6	4	0	1	-3	2	16	-2
O=C(NNC(=O)C1CCC1)c1ccc(Br)cc1	4	-10	-3	-1	-5	0	-6	-2	1
Cc1ccc(-c2csc(NC(CO)c3nc4ccccc4n3CCOCCO)n2)cc1 (stereo unspecified)	4	9	0	7	-3	8	19	-16	-2

(further entries)
Molecule	PAFAH1B3 FP inh	EBNA-1 inhibitor	GSTO1 inh	LYPLA1 inh	PAFAH2 inh	LYPLA2 inh	PREPL inhibitor	ZTA DNA inh	PAD4 inh
O=C(Cn1cnc2ccccc2c1=O)Nc1ccc2c(c1)CCC2	2	2	-2	-1	-1	5	4	0	0
Cc1occc1-c1nnc(SCC(=O)Nc2ccccc2N2CCCCC2)n1C	-1	-22	3	1	-3	-3	14	-1	2
CC(=O)N/N=C(\C)CC(=O)Nc1ccc2c(c1)OCCO2	-3	9	3	-5	-3	-1	-3	-15	-5
COc1cccc(OCc2nn[nH]n2)c1	3	-8	6	-4	-1	-3	-7	-8	0
COc1cc(/C=N/NC(=O)c2cc(C3CC3)[nH]n2)ccc1O	0	15	5	0	4	7	11	1	-1
Cc1ccc(S(=O)(=O)Nc2c(C)ccc3nsnc23)cc1	3	0	11	-2	4	2	16	8	-4
COc1ccc(S(=O)(=O)N2CCCCC2)cc1NS(=O)(=O)c1ccc(CNC(C)=O)cc1	12	nt	nt	nt	-1	nt	19	nt	-5
COc1ccccc1Nc1nc(N)nc(CSc2nccc(C)n2)n1	7	-24	-5	3	0	10	0	-2	-6
COc1ccc(N2C(=O)C(CC(=O)Nc3ccccc3)N(Cc3ccc4c(c3)OCO4)C2=O)cc1 (stereo unspecified)	-1	7	1	-2	2	-4	2	0	-1
Cn1c(NNC(=O)c2ccccc2F)cc(=O)n(C)c1=O	13	-12	2	-5	-2	-5	8	-10	0
CCOC(=O)CCC(=O)Nc1ccc(S(=O)(=O)N2CCCCC2)cc1	9	-8	5	-2	-10	-6	7	5	-1
CC(=O)Nc1ccc(CCc2nc3ccccc3[nH]2)cc1	9	-6	7	1	0	4	6	-4	5

Further entries
Molecule	PAFAH1B3 FP inh	EBNA-1 inhibitor	GSTO1 inh	LYPLA1 inh	PAFAH2 inh	LYPLA2 inh	PREPL inhibitor	ZTA DNA inh	PAD4 inh
CC(=O)c1cccc(S(=O)(=O)N2CCC(C(=O)O)CC2)c1	-2	2	7	2	-14	2	-6	4	-4
O=C(c1cccc(NS(=O)(=O)c2cccc(F)c2)c1)N1CCN(c2ccccc2)CC1	9	-14	1	-4	6	3	14	-6	0
CC(C)N1CC(COc2ccc(Br)cc2)OC1=O (stereo unspecified)	3	3	-1	4	0	10	-1	0	-2
C=CCSc1nc2sc(-c3ccccc3)cc2c(=O)n1N	5	-10	-1	-2	-3	-4	1	-13	-3
c1ccc(CN2CCN(C(c3ccccc3)c3nnnn3Cc3ccccc3)CC2)cc1 (stereo unspecified)	2	0	2	-1	14	2	-1	-17	0
COc1ccc(-c2[nH]ncc2CN2CCC(c3ccncc3)CC2)cc1F	-3	-20	3	0	0	6	20	3	0
Cc1cccc(NC(=O)CN(CC2CCCO2)C(=O)c2cc(S(=O)(=O)N(C)C)ccc2F)c1C (stereo unspecified)	-2	nt	nt	nt	-14	nt	11	nt	-1
O=C(O)c1oc2ccccc2c1CSc1ccc(Cl)cc1	4	-1	-9	-5	-1	-10	6	13	-1
COc1ccc(N2C(=O)CC2(C#N)c2ccc(OCc3ccccc3)cc2)cc1 (stereo unspecified)	1	7	5	2	-5	4	-25	-16	6
C#CCCOC(=O)N1C2=NC(C(=O)OC)=C(C(=O)OC)[C@@H]3Nc4ccccc4[C@]23C[C@H]1C(=O)OC	4	-6	-4	5	-5	6	7	-27	-4
COc1ccc(N2CCN(C(=O)COC(=O)COc3ccc(C#N)cc3)CC2)cc1	9	3	13	2	2	4	0	-3	-2
Cn1cccc1-c1cc(C(=O)O)[nH]n1	0	-17	-4	1	0	-3	-3	12	-12

(further entries)
Molecule	PAFAH1B3 FP inh	EBNA-1 inhibitor	GSTO1 inh	LYPLA1 inh	PAFAH2 inh	LYPLA2 inh	PREPL inhibitor	ZTA DNA inh	PAD4 inh
CCn1nc(C)c(NC(=O)/C=C/c2ccc(OC)c(COc3ccc(Br)cc3)c2)c1C	-3	-4	-2	-11	-7	-7	-24	-9	-2
COc1ccc(C(=O)NCCS(=O)(=O)NCc2ccc(F)cc2)cc1	5	-4	-2	-1	-1	0	14	-7	-9
CCOC(=O)c1ccc(-c2c(-c3ccc4c(c3)OCO4)noc2C)cc1F	2	-2	0	-4	-1	-5	9	8	1
O=C(Nc1nc(-c2ccc(Cl)cc2)cs1)C1=COCCO1	-6	-9	-8	-2	-2	1	-13	-12	0
CN(C)CCCN1C(=O)CSC1c1ccc([N+](=O)[O-])cc1 (stereo unspecified)	5	-8	-1	-4	3	0	-6	-1	3
Oc1ccc(N2CCN(c3nc(-c4cccs4)nc4ccccc34)CC2)cc1	7	-5	13	-2	-1	-1	6	1	1
CCN(CC)c1ncc(C)c(=O)[nH]1	1	-7	7	2	0	-1	6	19	4
CN(C)c1cccc(C(=O)N2CCCC(CCC(=O)N3CCN(c4ccccn4)CC3)C2)c1 (stereo unspecified)	1	2	-2	0	-2	-1	28	1	1
Cc1cc(C)n(C(=O)c2ccc(NC(=O)CC(C)C)cc2)n1	6	15	3	3	8	1	15	20	3
CCOc1ccc(OCC)c(NC(=O)C2CCN(S(=O)(=O)c3ccc4c(c3)CC(C)N4C(C)=O)CC2)c1 (stereo unspecified)	1	-20	-6	0	5	-5	14	-14	-1
CN(C)CCCN(C(=O)c1ccc(C(=O)c2ccccc2)cc1)c1nc2cc3c(cc2s1)OCO3	-1	-2	8	-2	-2	18	20	-16	2
Cn1c(/C(C#N)=C(\O)COc2ccc3ccccc3c2)nc2ccccc21	4	-10	1	3	2	-3	13	5	-4

Additional records
Molecule	PAFAH1B3 FP inh	EBNA-1 inhibitor	GSTO1 inh	LYPLA1 inh	PAFAH2 inh	LYPLA2 inh	PREPL inhibitor	ZTA DNA inh	PAD4 inh
O=C(OCc1ccccc1)C1=NNC2C(=O)N(c3ccccc3)C(=O)C12 (stereo unspecified)	-1	-9	4	1	1	-1	-9	-11	-1
COc1ccc(C2C(C#N)=C(N)N(N(C)C)C3=C2C(=O)CCC3)cc1 (stereo unspecified)	-13	-10	3	-6	-2	-4	1	-11	90*
CC(=O)Nc1ccc(S(=O)(=O)N2CCC(C(=O)N[C@@H](Cc3ccccc3)C(=O)O)CC2)cc1	0	1	9	-4	4	1	-6	14	-7
COC(=O)C1=C(C)N(C)C(=S)NC1c1c(OC)ccc2ccccc12 (stereo unspecified)	6	13	-3	-1	-5	2	-16	10	-1
O=C(CN(c1ccc(Cl)cc1)S(=O)(=O)c1ccc(Cl)c([N+](=O)[O-])c1)NCCc1ccc(F)cc1	7	6	5	1	3	-1	3	-9	2
COC(=O)C(C(=O)OC)=C(/C=C/C=C/N(C)C)N(C)C	1	0	1	1	0	4	4	-11	8
Cc1ccc(C2=NN(Cc3nnc(-c4ccccc4)o3)C(=O)SC2)cc1	1	9	6	-2	-5	-6	-88	-5	-3
CC(NC(=O)c1ccncc1)C(C)(C)C (stereo unspecified)	4	2	2	2	-2	5	11	-9	0
O=C(O)/C=C\C(=O)Nc1cc(O)ccc1[N+](=O)[O-]	5	2	4	1	8	-2	-2	3	4
COc1ccc(Cl)cc1NC(=S)N(CCCN1CCOCC1)Cc1cn(C)c2ccccc12	3	-5	4	2	1	5	12	-5	0
COc1ccc(C(=O)NC2CCN(S(=O)(=O)c3ccc(C)cc3)CC2)cc1	9	8	6	1	-3	4	6	19	2
COc1ccc(C(=O)N/N=C(\C)CC(=O)Nc2ccc3c(c2)OCCO3)c(OC)c1	3	-4	-1	-1	1	-5	3	-6	0
COc1cccc(C(=O)Nc2ccc(C(=O)c3ccccc3)cc2)c1	-1	-6	-3	-4	-3	-1	8	5	0
